Screens (PubChem)
YAP1 CTGF inhibition – reduction of CTGF mRNA in DLD1 cells – DLD1 colon cancer cells, RT-qPCR, single point, primary screen (AID 743449) | DLD1 CTGF mRNA qPCR, 24 h; active compounds read high | inhibition, % at 12.5 µM | actives 0.9% (n = 9,900);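 active = mean normalized replicate activity at least 50 and at least half of replicates each reaching 50; inconclusive = only one of the two criteria met; inactive = neither criterion met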;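 note: 0% = neutral control wells and 100% = dasatinib control wells; higher means stronger suppression of CTGF expression like dasatinib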
Pax4 gene expression – Pax4 mRNA upregulation in alpha cells – RT-PCR, mouse alpha TC1 cells, single point, primary screen (AID 1053180); actives 0.2% (n = 9,600); mouse alpha TC1 cells, Pax4 mRNA qPCR, 6 days; active compounds read high; 100% = Pax4 plasmid added at qPCR; activation, % at 10 µM;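 active = highest normalized replicate activity of 15 or more, or at least half the replicates reach 15 or more; inactive = neither condition met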;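 note: pax4 Ct normalized to GAPDH with activation seen as lower delta delta Ct; plate controls were plate neutral control wells for no effect and Pax4 plasmid positive control for full effect; each compound tested in two replicate wells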
* hit, by the source's call; ? = inconclusive; · = not tested or not shown; & = joins results of further samples.

SMILES	YAP1 CTGF inhibition	Pax4 gene expression
CNC[C@@H]1Oc2c(NS(=O)(=O)c3ccc(Cl)cc3)cccc2C(=O)N([C@H](C)CO)C[C@@H]1C	-6	0.0
Cc1ccc(S(=O)(=O)Nc2ccc3c(c2)C(=O)N([C@H](C)CO)C[C@@H](C)[C@@H](CN(C)Cc2ccc(C(F)(F)F)cc2)O3)cc1	?	0.0
OC[C@H]1[C@@H](c2ccc(C#CC3(O)CCCC3)cc2)[C@H]2CN(Cc3cncnc3)CCCCN21	-7	0.0
N#C[C@H]1[C@@H](c2ccccc2-c2cccc(F)c2)[C@@H](CO)N1C(=O)c1cccnc1	-22	0.0
Cn1cnc(S(=O)(=O)N2C[C@@H](O)COC[C@H]3O[C@@H](CC(=O)NCc4cccc(F)c4)CC[C@@H]32)c1	12	0.0
C[C@@H]1CN([C@H](C)CO)S(=O)(=O)c2ccc(C#CC(C)(C)O)cc2O[C@H]1CN(C)Cc1ccc(F)cc1	-47	0.0
O=C(C[C@@H]1CC[C@@H]2[C@H](COC[C@H](O)CN2C(=O)c2cc(Cl)cc(Cl)c2)O1)N1CCc2ccccc2C1	9	0.1
COc1ccc(NC(=O)N2C[C@@H](O)COC[C@@H]3O[C@H](CC(=O)N4CCCCC4)CC[C@H]32)cc1	-14	0.0
COc1cccc(S(=O)(=O)N2C[C@H](O)COC[C@@H]3O[C@H](CC(=O)NCCCN4CCOCC4)CC[C@H]32)c1	8	0.0
COCC(=O)N1[C@@H](CO)[C@@H](c2ccccc2)C12CN(Cc1cc(F)ccc1F)C2	19	·
Cc1ccccc1S(=O)(=O)N1C[C@H](O)COC[C@H]2O[C@@H](CC(=O)N3CCCCC3)CC[C@@H]21	5	0.0
C/C=C/c1ccc([C@H]2[C@H]3CN(S(=O)(=O)c4ccccc4)CC(=O)N3[C@H]2CO)cc1	27	0.0
C[C@H]1CC=CC[C@H](c2ccc3c(c2)OCO3)NC(=O)[C@H](C)N(C)C(=O)c2ccccc2O1 (mixture of isomers)	11	0.1
OC[C@H]1N[C@@H](CNCC2CCC2)[C@@H]1c1ccc(C2=CCCCC2)cc1	-15	0.0
COc1ccc2c3c([nH]c2c1)[C@@H](CO)N(C)CC31CCN(C(=O)c2ccccn2)CC1	-3	0.0
C/C=C/c1ccc(C2[C@H]3CNC[C@@H]2N3S(=O)(=O)c2cccc(F)c2)cc1 (stereo partly specified)	-18&4	0.0&0.0
O=C(C[C@@H]1CC[C@@H]2[C@H](COC[C@@H](O)CN2CCC(F)(F)F)O1)NCC1CC1	0	0.0
COc1cccc(-c2ccc3n(c2=O)C[C@@H]2[C@@H](CO)[C@H](C(=O)N(C)C)[C@H]3N2C(=O)c2ccccn2)c1	15	0.0
COCCNC(=O)C[C@@H]1CC[C@H]2[C@@H](COC[C@@H](O)CN2S(=O)(=O)c2ccccc2F)O1	-23	0.0
O=C(c1ccc2c(c1)OCO2)N1C[C@H]2[C@@H](c3ccccc31)[C@H](CO)N2Cc1cccnc1	-12	0.0
O=C(C[C@H]1CC[C@H]2[C@@H](COC[C@@H](O)CN2CC2CCOCC2)O1)NCC1CCCCC1	7	0.0
O=C(C[C@@H]1CC[C@H]2[C@@H](COC[C@@H](O)CN2CCC(F)(F)F)O1)NCC1CC1	-13	0.0
C[C@H](CO)N1C[C@H](C)[C@@H](CN(C)S(=O)(=O)c2cn(C)cn2)OCCCC[C@H](C)Oc2ccc(N(C)C)cc2C1=O	-21	0.0
CO[C@H]1CN(C)C(=O)c2cc(NC(=O)c3cccc(F)c3)ccc2OC[C@@H](C)N(C)C[C@@H]1C	5	0.0
O=S(=O)(c1ccccc1F)N1CC[C@@H]2[C@@H](CO)Nc3ccc(C4=CCCCC4)cc3[C@@H]21	-9	0.0
O=C(C[C@H]1CC[C@H]2[C@@H](COC[C@H](O)CN2C(=O)c2cnccn2)O1)NCc1ccc(Cl)cc1	17	0.0
CCCN1C[C@H](C)[C@H](OC)CN(C)C(=O)c2ccc(NS(=O)(=O)c3cn(C)cn3)cc2OC[C@H]1C	-8	0.0
C[C@@H]1CN([C@@H](C)CO)C(=O)c2cccc(NS(=O)(=O)c3cn(C)cn3)c2O[C@@H]1CN(C)Cc1ccc(Oc2ccccc2)cc1	2	0.0
CN(C)C(=O)c1cccc(-c2ccc([C@@H]3[C@@H](CO)N4CCCCN(CC5CCOCC5)C[C@H]34)cc2)c1	19	0.0
Cc1noc(C)c1NC(=O)Nc1ccc2c(c1)C(=O)N([C@H](C)CO)C[C@H](C)[C@H](CN(C)S(=O)(=O)c1cccs1)OCCCC[C@@H](C)O2	-10	0.0
C[C@@H]1CN([C@H](C)CO)C(=O)c2cc(N(C)C)ccc2O[C@@H](C)CCCCO[C@H]1CN(C)S(=O)(=O)c1ccc(F)cc1	2	0.0
C/C=C/c1cnc2c(c1)C(=O)N([C@@H](C)CO)C[C@@H](C)[C@@H](CN(C)C(=O)Nc1cccc(OC)c1)O2	17	0.0
CN(C)CC(=O)N[C@H]1C=C[C@H](CC(=O)NCc2ccc(Cl)cc2)O[C@H]1CO	-21	0.0
C[C@H]1CN([C@@H](C)CO)C(=O)c2cccc(NS(=O)(=O)c3cn(C)cn3)c2O[C@@H]1CN(C)Cc1ccc(Oc2ccccc2)cc1	16	0.0
COc1ccccc1-c1cccc(-c2nc(C(=O)N3CCN(C)CC3)cc3c2[C@@H](CCO)N([S@](=O)C(C)(C)C)C3)c1	-4	0.0
COCC(=O)N1C[C@H](C)[C@@H](OC)CN(C)C(=O)c2ccc(NC(=O)Nc3cccc(F)c3)cc2OC[C@H]1C	-25	0.0
COc1cccc(S(=O)(=O)N[C@@H]2CC[C@@H](CC(=O)NC3Cc4ccccc4C3)O[C@@H]2CO)c1	7	0.0
C[C@H](CO)N1C[C@H](C)[C@H](CN(C)Cc2ccc(F)cc2)Oc2cc(C#CC(C)(C)O)ccc2S1(=O)=O	-21	0.0
CN1CCN(C(=O)[C@H]2[C@H](CO)[C@H]3Cn4c(cccc4=O)[C@H]3N2Cc2cc(F)ccc2F)CC1	-24	0.0
COCC#Cc1ccc([C@H]2[C@@H](CO)N3C(=O)CN(C(=O)c4ccncc4)C[C@@H]23)cc1	-20	0.0

Fetched one by one from above (5):
SMILES	YAP1 CTGF inhibition	Pax4 gene expression
C[C@@H]1CN([C@@H](C)CO)C(=O)c2cccc(NS(=O)(=O)c3cn(C)cn3)c2O[C@@H]1CN(C)Cc1ccc(Oc2ccccc2)cc1	2	0.0
COc1cccc(S(=O)(=O)N[C@@H]2CC[C@@H](CC(=O)NC3Cc4ccccc4C3)O[C@@H]2CO)c1	7	0.0
COCC#Cc1ccc([C@H]2[C@@H](CO)N3C(=O)CN(C(=O)c4ccncc4)C[C@@H]23)cc1	-20	0.0
CCCN1C[C@H](C)[C@H](OC)CN(C)C(=O)c2ccc(NS(=O)(=O)c3cn(C)cn3)cc2OC[C@H]1C	-8	0.0
CN1CCN(C(=O)[C@H]2[C@H](CO)[C@H]3Cn4c(cccc4=O)[C@H]3N2Cc2cc(F)ccc2F)CC1	-24	0.0

Additional entries
SMILES	YAP1 CTGF inhibition	Pax4 gene expression
O=C(NC[C@@H]1N[C@@H](CO)[C@@H]1c1ccc(-c2ccccc2F)cc1)c1ccccn1	17	0.0
O=C(C[C@@H]1CC[C@H]2[C@@H](COC[C@@H](O)CN2CCc2ccccc2)O1)NCCCN1CCOCC1	5	0.0
CNC[C@@H]1OCCCC[C@@H](C)Oc2ccc(NS(=O)(=O)c3ccc(F)cc3)cc2C(=O)N([C@H](C)CO)C[C@@H]1C	-19	0.0
COc1ccc(CNC(=O)C[C@H]2CC[C@H](NC(=O)CN(C)C)[C@@H](CO)O2)cc1	2	0.0
C/C=C/c1ccc2c(c1)[C@H]1[C@H](CCN1S(=O)(=O)c1ccccc1F)[C@H](CO)N2	27	0.0
Cc1noc(C)c1S(=O)(=O)N(C)C[C@@H]1OCc2cnnn2CCCC(=O)N([C@@H](C)CO)C[C@H]1C	18	0.0
CO[C@H]1CN(C)C(=O)c2cc(NC(=O)c3cnccn3)ccc2OC[C@H](C)NC[C@@H]1C	16	0.0
COc1ccccc1-c1cnc2c(c1)C(=O)N([C@H](C)CO)C[C@H](C)[C@@H](CN(C)C(=O)CC1CC1)O2	23	0.0
O=C(C[C@H]1CC[C@H](NS(=O)(=O)c2ccccc2F)[C@H](CO)O1)NCCCN1CCOCC1	5	0.0
CCS(=O)(=O)N1CCCCN2[C@H](C1)[C@@H](c1ccc(-c3ccc(C(=O)N(C)C)cc3)cc1)[C@@H]2CO	-3	0.0
COc1ccccc1S(=O)(=O)N[C@@H]1C=C[C@H](CC(=O)N2CCOCC2)O[C@@H]1CO	6	0.0
CN(C)C(=O)c1ccc(-c2ccc([C@H]3[C@@H](CO)N4C(=O)CN(C(=O)CC5CC5)C[C@@H]34)cc2)cc1	-1	0.0
O=C(Nc1ccc(F)cc1)N1[C@H](CO)[C@H]2c3ccccc3NC[C@H]21	2	0.0
O=C(Cc1ccccc1)N1CC[C@@H]2[C@H]1c1cc(C#Cc3cccc(F)c3)ccc1N[C@@H]2CO	-250	0.1
O=C(Nc1ccccc1F)N1CCCCN2[C@H](C1)[C@H](c1ccc(/C=C/c3ccccc3)cc1)[C@@H]2CO	19	0.0
Cc1noc(C)c1S(=O)(=O)N(C)C[C@H]1Oc2c(NS(=O)(=O)c3cn(C)cn3)cccc2C(=O)N([C@@H](C)CO)C[C@@H]1C	-12	0.0
COc1ccc(C(=O)N2C[C@H]3[C@@H](c4ccccc42)[C@H](CO)N3C(=O)NC(C)C)cc1	-16	0.0
CC(=O)N1CC2(C1)[C@@H](c1ccccc1)[C@@H](CO)N2C(=O)Cc1ccccc1	2	·
C[C@H]1CN([C@@H](C)CO)C(=O)Cc2cc(N(C)C)ccc2O[C@@H]1CN(C)Cc1ccc(-c2ccccc2)cc1	-5	0.0
N#C[C@H]1[C@@H](c2ccccc2-c2ccccc2F)[C@@H](CO)N1C(=O)c1cccc(F)c1	-22	0.0

At a glance, some entries already given.
SMILES	YAP1 CTGF inhibition	Pax4 gene expression
CC(=O)N1CC2(C1)[C@@H](c1ccccc1)[C@@H](CO)N2C(=O)Cc1ccccc1	2	·
C[C@H]1CN([C@@H](C)CO)C(=O)Cc2cc(N(C)C)ccc2O[C@@H]1CN(C)Cc1ccc(-c2ccccc2)cc1	-5	0.0
N#C[C@H]1[C@@H](c2ccccc2-c2ccccc2F)[C@@H](CO)N1C(=O)c1cccc(F)c1	-22	0.0

Back to the main list, starting two compounds before the break.
SMILES	YAP1 CTGF inhibition	Pax4 gene expression
C[C@H]1CN([C@@H](C)CO)C(=O)Cc2cc(N(C)C)ccc2O[C@@H]1CN(C)Cc1ccc(-c2ccccc2)cc1	-5	0.0
N#C[C@H]1[C@@H](c2ccccc2-c2ccccc2F)[C@@H](CO)N1C(=O)c1cccc(F)c1	-22	0.0
CO[C@H]1CN(C)C(=O)c2cc(NC(=O)NC(C)C)ccc2OC[C@@H](C)N(C(=O)CN(C)C)C[C@@H]1C	-9	0.0
Cc1cccc(S(=O)(=O)N2C[C@@H]3[C@H](c4ccccc42)[C@H](CO)N3CC2CCCC2)c1	-27	0.0
CCS(=O)(=O)N1CC2(C1)CN(S(=O)(=O)c1cccc(OC)c1)[C@@H](CO)c1[nH]c3cc(OC)ccc3c12	5	0.0
COCC(=O)N1[C@H](CO)[C@H](c2ccc(C#CCC3CCCC3)cc2)[C@@H]1C#N	-46	0.0
COc1ccc2c3c(n(C)c2c1)[C@H](CO)N(Cc1ccccc1)CC31CN(C(=O)c2ccccc2F)C1	?	0.0
CCCNC(=O)N1C[C@@H]2[C@H](c3ccccc31)[C@@H](CO)N2C(=O)Nc1ccccc1F	-5	0.0
COc1cccc(NC(=O)C[C@@H]2CC[C@H]3[C@H](COc4ccc(NC(=O)C5CC5)cc4C(=O)N3C)O2)c1	-7	0.0
O=C(C[C@@H]1CC[C@@H]2[C@H](COC[C@H](O)CN2C(=O)c2ccncc2)O1)Nc1ccc(-c2ccccc2)cc1	34	0.0
C[C@@H]1CCCCO[C@@H](CN(C)S(=O)(=O)c2cn(C)cn2)[C@@H](C)CN([C@@H](C)CO)C(=O)c2cc(N(C)C)ccc2O1	-6	0.0
COc1ccc(-c2ccccc2[C@H]2[C@@H](CO)N(C(=O)NC3CCCCC3)[C@H]2C#N)cc1	2	0.0
Cc1ccccc1-c1ccc([C@H]2[C@H]3CN(S(C)(=O)=O)CC(=O)N3[C@H]2CO)cc1	-9	0.0
COCC(=O)N(C[C@H]1N[C@H](CO)[C@@H]1c1ccc(-c2cncnc2)cc1)C(C)C	9	0.0
COc1cccc(C(=O)Nc2ccc3c(c2)C(=O)N(C)C[C@@H](OC)[C@H](C)CN(C(=O)C2CC2)[C@H](C)CO3)c1	3	0.0
COc1ccccc1-c1cn(CC[C@H]2CC[C@H](NC(=O)C3CCCCC3)[C@@H](CO)O2)nn1	12	0.0
CO[C@@H]1CN(C)C(=O)c2cc(NC(=O)C3CCCCC3)ccc2OC[C@H](C)N(Cc2cccnc2)C[C@H]1C	-21	0.0
COc1cccc(S(=O)(=O)N[C@H]2CC[C@@H](CC(=O)NC3Cc4ccccc4C3)O[C@@H]2CO)c1	26	0.0
C[C@@H]1CN([C@@H](C)CO)C(=O)c2cc(NS(=O)(=O)c3ccccc3)ccc2O[C@@H](C)CCCCO[C@H]1CN(C)C(=O)C1CCCCC1	13	0.0
CN(C)CCCNC(=O)C[C@@H]1CC[C@@H]2[C@H](COC[C@H](O)CN2CC2CC2)O1	-16	0.0
C[C@@H]1CN([C@@H](C)CO)C(=O)c2ccccc2-c2ccccc2CO[C@@H]1CN(C)S(=O)(=O)Cc1ccccc1	35	0.0
C[C@H](CO)N1C[C@H](C)[C@@H](CN(C)S(=O)(=O)c2ccccc2C#N)OCc2cnnn2CCCC1=O	?	0.0

The list is partial, so the mix of outcomes need not match the whole.
